HTR2A ag = mouse Htr2a agonists via beta-arrestin recruitment, primary screen, cell-based, luminescence. 5-hydroxytryptamine receptor 2A (Mus musculus), P35363. activation, % at 7.6 µM. 0.66% of 360,000 active. AID 624169, 2012. CHO-K1 mHTR2A beta-arrestin complementation; percent of 30 µM serotonin response;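 active = activation above a run cutoff, the mean activation of all tested compounds plus 3 SD, cut at about 14% in these data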;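 also: 0% = plate median of compound wells and 100% = 30 µM serotonin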
Target sequence (P35363 whole entry, looked up): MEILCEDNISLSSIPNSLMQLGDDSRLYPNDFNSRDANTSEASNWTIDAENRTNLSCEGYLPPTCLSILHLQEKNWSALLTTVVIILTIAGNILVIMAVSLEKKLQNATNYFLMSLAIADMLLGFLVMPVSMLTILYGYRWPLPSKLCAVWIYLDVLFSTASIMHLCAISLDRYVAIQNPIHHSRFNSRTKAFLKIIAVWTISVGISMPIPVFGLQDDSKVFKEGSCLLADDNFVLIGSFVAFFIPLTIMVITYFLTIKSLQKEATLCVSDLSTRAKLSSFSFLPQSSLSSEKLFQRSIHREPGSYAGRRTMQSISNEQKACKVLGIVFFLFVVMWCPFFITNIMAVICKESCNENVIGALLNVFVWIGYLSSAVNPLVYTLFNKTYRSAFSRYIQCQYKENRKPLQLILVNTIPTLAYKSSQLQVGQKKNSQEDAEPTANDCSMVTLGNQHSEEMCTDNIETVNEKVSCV
NR2E3 ag-1 = inhibitors of NR2E3-RetCOR corepressor binding, primary screen, NR2E3 agonist project, biochemical, TR-FRET, GST-NR2E3, biotin-RetCOR. 0.12% of 320,000 active. inhibition of corepressor binding, % at 4.78 µM. AID 2300, 2010. 1536-well;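 active = percent inhibition above the cutoff of mean plus 3 SD of all tested compounds, set per screening campaign, cut at about 20% in these data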;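 also: 0% = DMSO wells and 100% = biotin wells as full block of FRET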
Target sequence (Q9Y5X4 whole entry, looked up): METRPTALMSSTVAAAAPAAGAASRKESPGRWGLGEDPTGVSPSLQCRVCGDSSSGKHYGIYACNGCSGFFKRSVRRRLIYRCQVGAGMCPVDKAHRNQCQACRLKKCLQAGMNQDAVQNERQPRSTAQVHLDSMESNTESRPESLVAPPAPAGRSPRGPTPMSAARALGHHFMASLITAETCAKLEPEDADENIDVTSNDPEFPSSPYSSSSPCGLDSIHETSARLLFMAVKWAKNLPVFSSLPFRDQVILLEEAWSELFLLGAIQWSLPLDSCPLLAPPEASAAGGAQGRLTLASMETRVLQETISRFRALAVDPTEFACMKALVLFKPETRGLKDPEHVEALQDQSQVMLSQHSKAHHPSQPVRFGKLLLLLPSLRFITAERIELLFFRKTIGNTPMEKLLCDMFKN
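Test system: GST-NR2E3 and biotin-RetCOR proteins | Quantity: 1.35 nM GST-tagged NR2E3 final | Medium: Tris pH 7.5 | Also added: 7 nM biotin-RetCOR | Dosing: Compound at 4.8 µM, single dose | Timing: 5 h at 4 °C | Detection: Time-resolved FRET | Read-out basis: Percent inhibition | Benchmarks: Biotin wells as high control, 0.6% DMSO wells as low control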
CaV13 FRET inh = Disruptors of the CACNA1D IQ motif to Ca2+-dependent inactivation inhibitor domain association, primary screening, Förster resonance energy transfer in intact living … | HEK cells, CFP/YFP FRET ICDI-IQ, plate reader, 10 min; percent FRET-ratio fall versus neutral wells | AID 743397 | 0.098% of 340,000 active | inhibition, % at 12.3 µM;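 active = mean replicate inhibition of at least 30% and at least 1% of replicates passing that level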;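 also: 0% = median of the neutral control wells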
Cardio protect = cardioprotection against H2O2-induced cell death, primary screen, uHTS, H9c2 cells, ATPLite luminescence; protection from H2O2 cell death, % at 20 µM; 0.63% of 360,000 active; H9c2 cardiomyocytes, H2O2 injury protection, 2 h;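 active = compounds giving at least 50% protection of heart cells from peroxide-induced death in the single-dose screen, raw or plate-pattern-corrected value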;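 also: 0% = DMSO wells with peroxide and 100% = DMSO wells without peroxide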
Shn3 inh set2 = reduction of Shn3 3'UTR firefly luciferase signal, primary screen, Schnurri-3 inhibitor project, cell-based, Clone20 osteoblasts, set 2 | inhibition, % at 12.5 µM | Clone20 osteoblast Shn3 3'UTR firefly luciferase, 24 h | 0.52% of 360,000 active;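 active = mean inhibition of at least 75% with every replicate also reaching 75%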;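 also: 0% = median of neutral control wells and 100% = pilot-screen positive control compound; some compounds past the cut are filed as inactive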
NR2E3 ag-2 = NR2E3 agonists in two-hybrid cells, primary screen, cell-based, luminescence, CHO-S, Gal4-NCOR/VP16-NR2E3 | Photoreceptor-specific nuclear receptor (Homo sapiens), Q9Y5X4 | luciferase | inhibition of corepressor binding, % at 3.98 µM | 0.35% of 360,000 active | AID 602229, 2012;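 active = inhibition above the mean of all tested compounds plus 3 SD, cut at about 70% in these data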;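 also: 0% = DMSO with NR2E3 transfected cells and 100% = cells lacking NR2E3 construct; higher means lower luciferase signal from less NR2E3 corepressor binding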
hiPSC survival = enhancers of single-cell hiPSC survival, primary screen, ATPlite luminescence. AID 602274, 2012. 100% = ROCK inhibitor wells, 0% = DMSO. survival enhancement, % at 20 µM. 0.044% of 360,000 active; in the data active = survival enhancement above about 18%;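 also: cells exposed to compounds for 16 hours before the ATP read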
PDI turbidity = inhibitors of human PDI, primary screen, biochemical, turbidity, single point, plate reader; 0.052% of 350,000 active; Protein disulfide-isomerase (Homo sapiens), P07237; PDI insulin aggregation turbidity, A650, 90 min; AID 588391, 2011; inhibition, % at 10 µM;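 active = mean inhibition across replicates of 30% or more, whatever share of single replicates reach that level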;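 also: absorbance from insulin aggregation driven by PDI reduction with DTT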
HIF-2a inh = HIF-2a reporter inhibitors, primary screen, luminescence, 786-0 RCC cells; 786-0 RCC cells HIF-2a reporter, luciferase luminescence, overnight; inhibition, % at 18.8 µM; 0.72% of 360,000 active;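 active = inhibition of the luminescence signal of 40% or more relative to plate controls, in a single-dose primary screen at 18.75 µM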
MITF TRPM1 inh = inhibitors of MITF-dependent TRPM1 promoter reporter, primary screen, cell-based, SK-MEL-5, single point, luciferase; SK-MEL-5 TRPM1 promoter luciferase, 24 h; inhibition, % at 12.5 µM; 0.83% of 330,000 active;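 active = mean inhibition across replicates of 60% or more, whatever share of single replicates reaches that level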; also: values of inactives mirror those of a sister screen read the other way
Peg3 prom inh = Peg3 promoter-driven luciferase inhibitors, primary screen, cell-based, HeLa, luciferase luminescence; HeLa PEG-Prom luciferase reporter, overnight; inhibition, % at 20 µM; 1.7% of 360,000 active; AID 588405, 2011;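 active = inhibition of at least 50% at 20 µM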
An asterisk follows results filed as active; . = no result given. Random draw from the library; about 3.9% have a hit in one of these screens.

SMILES	HIF-2a inh	NR2E3 ag-1	Peg3 prom inh	HTR2A ag	MITF TRPM1 inh	PDI turbidity	hiPSC survival	CaV13 FRET inh	Shn3 inh set2	Cardio protect	NR2E3 ag-2
Cc1ccc(Oc2ncccc2/C=N/OCc2ccc(Cl)cc2Cl)cc1	-0.3	1.8	11.9	4.7	10.9	11.6	-2.2	-1.4	3.4	-15.9	-30.4
CCNC(=S)Nc1nc2c(cc1C(=O)OCC)CCCC2	-70.5	21.3*	-78.7	2.6	-4.1	-3.7	5.5	-2.2	23.6	-16.5	-15.5
COc1ccc(C(=O)Nc2cnn(Cc3ccc(Cl)cc3)c2)cc1OC	0.5	-0.4	17.2	-0.9	-7.7	-5.8	0.5	-3.3	1.5	0.8	63.3
O=C(CCc1ccccc1)NNC(=O)C1CCCCC1	2.2	-1.8	-8.7	3.3	0.3	2.0	-2.7	.	-6.6	3.2	11.0
O=S(=O)(NCc1csc(-c2cccs2)n1)c1ccccc1	-18.4	-1.8	-6.3	-4.8	-9.1	-1.2	0.9	-2.7	-15.2	1.9	-18.8
CC(C)Oc1ccc(-c2cc(=O)[nH]c(=O)[nH]2)cc1	-8.1	-0.5	-6.6	0.9	3.0	-1.6	-1.2	1.2	-35.7	-5.5	-22.9
COC(=O)c1cc(-c2ccccc2)sc1N	-201.8	-1.6	-185.1	-2.5	-67.0	6.3	-1.6	-2.7	-27.9	-4.1	-57.8
COc1ccc(CCNC(=O)c2coc3ccccc3c2=O)cc1OC	-6.6	1.1	-1.5	-10.4	-2.4	-5.2	-0.1	-2.4	-9.6	0.3	-20.1
CC(=Nc1ccccc1)C1=C(O)CC(C)(C)CC1=O	9.2	1.2	-1.6	-3.4	7.7	-3.7	0.4	-5.0	-6.8	-2.5	-6.4
COC1=C(Nc2ccc(OC)cc2)C(=O)C(OC)=C(Nc2ccc(OC)cc2)C1=O	17.4	.	-4.8	-0.8	4.8	-6.7	-4.5	-5.8	6.4	-4.4	-27.3
CCCCCCCCCOC(=O)C1N2C(=O)[C@@H](NC(=O)COc3ccccc3)[C@H]2SC1(C)C (some centres undefined)	6.8	-1.3	12.1	-2.9	-9.6	8.8	1.6	-8.2	-8.9	-13.5	17.0
CCOC(=O)Cc1csc(SCC(=O)Nc2cccc(C#N)c2)n1	13.9	3.2	12.9	-8.0	-7.1	-6.8	3.6	-5.3	17.4	-4.0	-24.1
CCOc1ccc(NC(=O)C(=O)NCCN2CCN(C(=O)c3ccc(C)cc3)CC2)cc1	0.1	1.9	12.0	-7.8	19.7	-5.1	-0.5	-3.5	25.1	-3.3	-6.2
CC(=O)n1nc2nc(C)cc(C)c2c1N	-6.6	3.6	-0.7	1.6	-5.8	-1.6	2.4	.	-10.1	7.3	-28.1
COc1ccccc1OCC(=O)NCc1cccs1	-36.5	7.3	-17.7	-0.3	-7.5	-4.0	4.8	-4.6	-6.4	7.1	7.7
CC(C)C(NC(=O)C1CCCCC1)C(=O)NC1=NCCS1 (centres undefined)	11.3	1.1	13.1	4.4	-9.4	-5.3	-1.3	.	0.3	-3.2	11.1
COc1ccccc1NC(=O)C(=O)NCCCN1CCCC1=O	-97.6	0.0	-39.2	1.8	-31.2	-4.6	0.3	-6.3	-36.8	2.3	-31.7
COc1ccc(C2CC(c3ccccc3)=NN2C(=O)CSc2ncn[nH]2)cc1 (centres undefined)	-92.4	2.0	-64.2	2.8	-25.5	-1.7	0.7	11.4	-27.7	-2.5	-42.0
Oc1ccc(/C=N/n2c(-c3ccccc3)n[nH]c2=S)cc1Br	23.9	.	34.8	1.8	10.1	3.2	-0.4	11.3	-9.1	-1.9	32.5
CCOC(=O)C1=C(COC(=O)[C@@H](NC(=O)c2cccc(C)c2)C(C)C)NC(=O)NC1C (some centres undefined)	11.5	.	12.8	5.9	3.2	2.8	-1.6	-5.3	-23.5	2.0	-9.2
Cc1cccc(C)c1OCC(O)CN1CCN(c2ccccn2)CC1 (centres undefined)	10.9	4.3	-4.7	14.0	0.1	4.8	-0.2	.	-8.7	1.4	-2.0
N#CCC(=O)Nc1ccc(C(=O)NCc2ccccn2)cc1	11.6	2.9	-4.4	4.5	-8.8	7.8	-3.5	-5.6	15.8	10.9	14.5
COc1ccc(C(=O)Oc2ccc3c(C)cc(=O)oc3c2C(C)=O)cc1	8.7	1.9	-1.7	9.8	-2.5	-2.9	-0.4	-2.1	-5.9	0.6	16.0
O=C1CN(c2nc(-c3ccccc3)c3ccccc3n2)c2ccccc2N1	20.2	-3.1	19.1	-0.4	16.1	1.8	-1.5	-6.5	11.7	-5.2	13.1
COCCN(C(=O)C1CC1)c1nnc(-c2cccc(C)c2)s1	-116.8	2.4	-72.5	-4.0	-39.8	0.3	-3.0	-2.3	-18.7	10.1	-27.6
CCOc1ccc(-c2c(=O)n(OCC)c3ccccc3[n+]2[O-])cc1	-165.5	0.6	-70.3	1.3	-32.6	13.3	-0.3	-4.1	-24.4	0.1	-84.1
O=C(Nc1cccc(S(=O)(=O)Nc2ccc(Cl)cc2)c1)c1ccc(Cl)nc1	20.7	6.6	18.7	-1.9	35.4	2.1	0.0	-0.6	91.4*	-8.8	73.6*
CCOc1ccc(NC(=O)c2cccnc2C(=O)O)cc1	-13.5	-0.3	-19.4	1.8	-6.6	5.6	0.4	-8.5	-19.8	4.4	-19.4
O=c1c2ccccc2[nH]c2ccccc12	-38.1	0.4	-17.0	1.2	9.0	.	0.5	.	31.3	-6.5	-9.9
CCS(=O)(=O)c1ccc2c(c1)N(S(C)(=O)=O)CC(C(=O)NCc1ccccc1OC)O2 (centres undefined)	15.1	5.4	3.6	6.5	-2.1	-0.3	3.9	-6.1	4.3	-2.0	6.2

(listing goes on)
SMILES	HIF-2a inh	NR2E3 ag-1	Peg3 prom inh	HTR2A ag	MITF TRPM1 inh	PDI turbidity	hiPSC survival	CaV13 FRET inh	Shn3 inh set2	Cardio protect	NR2E3 ag-2
CC(C)NCC(O)COc1ccc(COCCOC(C)C)cc1 (centres undefined)	0.3	0.8	-6.5	-3.9	-13.2	5.6	-0.5	-3.4	-2.1	-3.3	-1.0
Cc1cc(SCCOc2ccccc2)nc(N)n1	-189.5	-1.2	-164.4	0.1	-42.7	3.2	1.7	-3.6	-29.2	-6.2	-63.4
CCCCOC(=O)CCN1C(=O)/C(=C2\SC(=S)N(CCC(=O)OCCCC)C2=O)SC1=S	9.1	2.1	-13.6	3.5	18.6	-6.0	-2.8	-4.2	-15.3	1.6	-1.6
NC(=O)c1ccccc1OCC(=O)c1ccc(Cl)cc1	-21.2	1.1	-19.5	-2.0	3.5	12.4	0.4	-4.4	-7.5	47.2	-27.3
O=C(Nc1nc2ccccc2[nH]1)c1cccc(S(=O)(=O)N2CCOCC2)c1	-53.4	0.2	-26.8	1.2	-4.7	1.0	-3.2	-6.0	-9.1	-1.1	-22.7
CN(C)Cc1cc(CCNC(=O)c2ccc(Cl)cc2)ccc1O	4.8	-3.4	13.5	-1.6	2.6	8.1	1.7	.	4.5	4.5	7.1
CC1CC(=O)Nc2ccccc2N1C(=O)Nc1ccc(F)cc1F (centres undefined)	17.0	-0.8	11.7	-0.6	0.5	9.0	0.7	-3.2	-6.3	-2.9	10.4
COc1ccc(OC)c(CN2CCN(C(=O)CCNC(=O)c3ccc(Br)cc3)CC2)c1	-13.5	2.1	-0.8	1.5	-3.6	-3.4	-0.2	-1.7	19.0	2.6	21.6
O=C(CN1C(=O)COc2ccccc21)N(Cc1cccnc1)Cc1ccccc1F	3.9	30.7*	23.5	-0.7	10.2	-7.5	-3.5	-8.7	8.0	13.1	-35.0
COC(=O)c1c(C)oc(C)c1S(=O)(=O)Nc1ccc(C(C)C)cc1	6.2	2.5	-2.1	0.3	-0.5	-0.3	-0.3	-4.8	8.6	-6.5	12.9
CC1CCCC(NC2CCCCNC2=O)C1 (centres undefined)	20.2	-1.7	-6.0	0.4	0.5	2.9	-0.3	.	-18.4	1.2	-6.2
Cc1cc(=O)n2nc(N3CCC(C(=O)NC(C)c4ccccc4)CC3)sc2n1 (centres undefined)	7.1	2.7	0.6	1.9	0.7	15.1	10.4	-3.0	6.9	-1.2	-13.8
COc1cccc(/C=N/n2c(N)nc3ccccc32)c1OC	-374.1	-6.1	-235.0	5.5	-82.1	-8.9	-2.1	-0.7	15.4	0.2	-51.6
Cc1cccc(C2Nc3ccccc3C(=O)N2NC(=O)c2ccc([N+](=O)[O-])cc2)n1 (centres undefined)	-3.2	0.8	3.2	-0.8	-8.5	0.3	4.1	-5.6	-6.6	1.2	-16.1
O=C(CSc1nc2ccccc2c(=O)n1CCCN1CCOCC1)Nc1ccc(Br)cc1	-3.5	.	-7.4	-6.8	-9.5	1.2	-2.6	-6.2	3.4	11.9	-10.5
O=C1c2ccccc2C(=O)N1CCCn1c(=O)oc2ccccc21	-62.9	0.6	-7.6	4.7	-10.5	0.8	-1.2	-9.8	5.0	18.7	-9.1
O=C(c1ccc(F)cc1Cl)N1CCN(CCc2ccccc2)CC1	2.7	3.5	4.0	-4.8	8.1	-2.4	-0.1	-6.1	8.1	-6.3	0.9
COc1ccc2[nH]c(=O)c(CN(C(=O)c3cccnc3)c3ccc(C)c(C)c3)cc2c1	7.1	2.9	25.1	-1.4	2.8	-2.3	0.0	-2.4	10.6	29.4	-27.0
C=CCn1c(=N)n(CC(=O)c2ccccc2)c2ccccc21	-40.9	-0.3	-20.4	-6.2	-1.7	-3.2	-0.6	-4.6	-16.0	7.7	-17.3
COc1cccc(CNC(=O)CN2C(=O)COc3ccc(S(=O)(=O)N4CCCC4)cc32)c1	4.7	-2.3	-4.9	1.1	-8.8	2.2	-0.3	-7.3	-5.1	-1.8	-3.3

Shn3 inh set2: what is marked active above.
Molecule | HIF-2a inh | NR2E3 ag-1 | Peg3 prom inh | HTR2A ag | MITF TRPM1 inh | PDI turbidity | CaV13 FRET inh | Shn3 inh set2 | NR2E3 ag-2
O=C(Nc1cccc(S(=O)(=O)Nc2ccc(Cl)cc2)c1)c1ccc(Cl)nc1 | 20.7 | 6.6 | 18.7 | -1.9 | 35.4 | 2.1 | -0.6 | 91.4* | 73.6*

Screening results: PubChem, several laboratories
